CAL PDZ FP-1 – untagged CAL PDZ binding inhibitors, primary screen, biochemical, fluorescence polarization, HTS; AID 602252, 2012; 0.92% of 300,000 active; Golgi-associated PDZ and coiled-coil motif-containing protein (Homo sapiens), Q9HD26; inhibition, % at 24.9 µM; purified CAL PDZ, TMR-peptide fluorescence polarization, 1 h;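 active means mean inhibition of at least 30% with at least half of replicates also reaching 30%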;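 further: 0% = DMSO neutral control and 100% = excess unlabeled competitor peptide PRC23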
NSD2 inh – NSD2 histone methyltransferase inhibitors, primary screen, biochemical, AlphaScreen, single concentration, set 2 | Histone-lysine N-methyltransferase NSD2 (Homo sapiens), O96028 | NSD2 peptide methylation, 120 min | inhibition, % at 12.5 µM | 0.54% of 310,000 active; in the data active means inhibition above about 50%
RTF Ca sens inh – cardiac RTF calcium sensitivity inhibitors, primary screen, biochemical, IANBD-TnC fluorescence, EC70 calcium | AID 493244, 2011 | Troponin I, cardiac muscle (Homo sapiens) + Troponin T, cardiac muscle (Homo sapiens) + … | IANBD-labeled cardiac RTF, Ca2+ fluorescence | inhibition, % at 7.15 µM | 0.12% of 340,000 active;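 active means inhibition above the mean inhibition of all tested compounds plus 3 SD, cut at about 17% in these data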;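 further: assay run at fixed EC70 calcium of 1.6 mM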
Pemphigus Ab inh – inhibitors of pemphigus antibody binding to DSG3, primary screen, biochemical, bead-based, flow cytometry, scFv-GFP | Desmoglein-3 (Homo sapiens), P32926 | DSG3-coupled beads, scFv-anti-DSG3-GFP binding; stronger effect = lower value | binding (percent of control), % at 10 µM | 0.48% of 310,000 active | AID 588358, 2011;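 active means binding more than 3 SD below its plate's average and above zero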;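 further: hits lower antibody fragment binding to DSG3; some compounds called inactive have numbers as strong as hits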
Keap1 Nrf2 FP – Keap1-Nrf2 protein-protein interaction inhibitors, primary screen, biochemical, fluorescence polarization, single point; AID 504523, 2011; 0.15% of 340,000 active; inhibition, % at 9.4 µM; Keap1 Kelch-Nrf2 peptide fluorescence polarization, 1536-well; in the data active means inhibition above about 12%;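 further: human Keap1 Kelch domain with fluorescein labeled Nrf2 9mer peptide probe; 0% = neutral control wells and 100% = peptide positive control; higher means more block of Keap1 binding to Nrf2 peptide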
Target sequence (Q14145 whole entry, looked up, the tested form may be a part): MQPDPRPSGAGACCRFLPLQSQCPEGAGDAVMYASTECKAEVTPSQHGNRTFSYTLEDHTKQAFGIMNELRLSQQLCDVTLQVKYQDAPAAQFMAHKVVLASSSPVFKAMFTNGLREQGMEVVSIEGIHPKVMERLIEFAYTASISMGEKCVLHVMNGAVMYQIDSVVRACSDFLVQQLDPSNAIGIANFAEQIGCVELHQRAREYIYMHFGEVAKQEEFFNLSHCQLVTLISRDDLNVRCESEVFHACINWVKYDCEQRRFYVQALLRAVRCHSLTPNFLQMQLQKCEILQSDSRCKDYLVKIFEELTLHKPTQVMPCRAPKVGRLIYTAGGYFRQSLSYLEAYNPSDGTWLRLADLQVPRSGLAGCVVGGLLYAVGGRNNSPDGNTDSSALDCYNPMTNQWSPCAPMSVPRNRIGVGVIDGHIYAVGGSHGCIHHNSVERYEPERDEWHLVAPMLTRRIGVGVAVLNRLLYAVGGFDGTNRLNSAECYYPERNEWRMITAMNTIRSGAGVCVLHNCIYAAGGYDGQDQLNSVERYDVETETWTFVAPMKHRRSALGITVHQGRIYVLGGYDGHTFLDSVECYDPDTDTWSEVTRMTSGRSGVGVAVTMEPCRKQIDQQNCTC
LANA DNA inh – inhibitors of KSHV C-LANA binding to DNA, primary screen, biochemical, fluorescence polarization, FAM-LBS DNA, MBP-C-LANA, single point; inhibition, % at 9 µM; 0.078% of 340,000 active;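 active means highest replicate inhibition at or above 60% at 9 µM, even if other replicates fall short; inactive means all replicates below 60% inhibition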;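 further: 0% = neutral control wells and 100% = 4 µM acridine orange control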
CAL PDZ FP-2 – CAL PDZ peptide-binding inhibitors, primary screen, biochemical, fluorescence polarization, Cer-tagged CAL PDZ, HTS | inhibition, % at 20 µM | AID 504414, 2011 | 0.02% of 330,000 active | Golgi-associated PDZ and coiled-coil motif-containing protein (Homo sapiens), Q9HD26 | purified CAL PDZ, TMR-peptide fluorescence polarization, 1 h;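 active means highest replicate inhibition of at least 40%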;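 further: plate controls were DMSO neutral control wells for no effect and unlabeled competitor peptide control wells for full effect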
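System: purified tagged CAL PDZ domain construct (CerCALP). Schedule: 1 h incubation at room temperature before polarization reading. Medium: 25 mM sodium phosphate pH 7.4, 150 mM NaCl, TCEP, IgG, Thesit. Read-out: percent inhibition from loss of millipolarization. Measured by: FP readout, S and P plane fluorescence. Probe or stimulus: fluorescent TMR peptide probe.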
Arrestin-AP2 inh – inhibitors of beta-arrestin/AP2 binding, primary screen, biochemical, GPCR trafficking, flow cytometry | beta-arrestin 1 C-terminal peptide binding to AP2 beta2-adaptin appendage (human) | FITC-arrestin peptide / GST-AP2 beads; AP2 beta2 appendage carries R879A mutation | inhibition, % at 10 µM | 0.31% of 340,000 active | AID 504490, 2011;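 active means inhibition above a set limit, near 3 SD of compounds lacking own fluorescence, cut at about 54% in these data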;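 further: plate controls were DMSO wells for no effect and 5 µM unlabelled arrestin peptide for full effect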
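Material – AP2 appendage R879A on GSH beads · Buffer or medium – PBS with 0.05% Tween 20 and 0.1% BSA · Probe or stimulus – fluorescein-tagged arrestin peptide at 50 nM final · Incubation – compound with beads 12 min RT, then probe 1 h RT · Detection – high-throughput flow cytometry of beads, ex 488, em 535 nm · Evaluation – percent response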
V-ATPase pH – regulators of yeast V-ATPase proton pumping, primary screen, pHLuorin cytosolic pH fluorescence; S. cerevisiae; response, % at 10 µM; 0.37% of 350,000 active; AID 504577, 2011; in the data active means response mostly above about 7.3%, no sharp cut-off; inactive means mostly below about 5.4%; further: actives read high; inactives centre near 0; some compounds called inactive have numbers as strong as hits; reference of the scale not given here
DAGLB inh – DAGLB lipase inhibitors, primary screen, biochemical, fluorescence, HTS. 0.059% of 340,000 active. HEK293T DAGLB membrane lysate, EnzChek fluorogenic substrate. AID 504411, 2011. inhibition, % at 5.17 µM; in the data active means inhibition above about 34%;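 further: 0% = enzyme with vehicle and 100% = wells lacking enzyme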
Active calls of the source: *; / = no result given. These rows are one share of the data; the hit share may differ from the screen's.

SMILES	CAL PDZ FP-1	NSD2 inh	RTF Ca sens inh	Pemphigus Ab inh	Keap1 Nrf2 FP	LANA DNA inh	CAL PDZ FP-2	Arrestin-AP2 inh	V-ATPase pH	DAGLB inh
COc1ccccc1C(=O)NCCCN1CCCC1=O	-7	0	-9	105	-3	0.2	-0.8	8	1	-2
COc1ccc(CC(=O)Nc2ccccc2C(F)(F)F)cc1S(=O)(=O)N1CCOCC1	/	-3	/	104	/	/	/	/	5	2
CC1=C(OC(=O)c2ccccc2)C(C)(C)C(c2ccccc2)OC1=O (stereo not given)	/	-1	-1	/	1	-0.3	-0.3	0	-7	-2
CC(=O)N1CCc2cc(S(=O)(=O)NCCCN3CCN(Cc4ccccc4)CC3)ccc21	/	3	-8	99	2	1.1	-0.1	-5	-5	-1
NS(=O)(=O)c1cccc(NC(=O)COC(=O)c2ccccc2C(=O)c2ccccc2)c1	4	9	-12	109	-2	-2.4	-1.0	6	4	-3
Cc1ccc(/C=C/C(=O)Nc2ccc([N+](=O)[O-])c(NC(=O)/C=C/c3ccc(C)o3)c2)o1	-3	-2	-6	85	1	1.1	0.5	1	-1	9
C=C(C)C(=O)Oc1ccc(N2C(=O)[C@@H]3C4C=CC(C4)[C@@H]3C2=O)cc1	3	-2	-5	109	1	0.8	-0.4	13	-3	-3
Cc1nn(-c2ccccc2)c(C)c1NC(=O)COC(=O)c1ccc(S(=O)(=O)C(F)F)cc1	/	2	2	89	-5	0.1	-0.7	-3	2	2
COc1ccc(CC(=O)NNC(=S)NC(=O)c2cc(OC)c(OC)c(OC)c2)cc1	/	0	/	102	/	/	/	/	-1	1
O=C(CCN1C(=O)C2C3C=CC(C3)C2C1=O)Nc1nccs1 (stereo not given)	-3	3	-7	/	-6	1.1	-1.0	3	-2	-2
CCCOc1ccc(C(=O)NCc2ccco2)cc1	9	2	5	106	-2	-2.1	0.7	-9	3	-2
Cc1ccc(C(=O)OCn2nnc3ccccc3c2=O)cc1[N+](=O)[O-]	/	30	2	/	4	-1.4	-0.1	46	-3	-2
Cc1ccc(-c2nn(-c3ccc(F)cc3)cc2C(=O)N2CCN(C3CCS(=O)(=O)C3)CC2)cc1 (stereo not given)	-4	/	3	91	0	0.1	-1.0	8	1	0
Cc1cc(OCC(=O)NCC2CCC(C(=O)O)CC2)c2c(C)c(Cc3ccccc3)c(=O)oc2c1 (stereo not given)	0	/	-1	/	-3	-0.2	-0.3	0	5	0
Cc1nnc(SCCN2CCOCC2)n1-c1cccc(Cl)c1	-2	7	-24	105	1	-0.2	/	3	-1	0
O=C(NCCN1CCOCC1)c1cc(-c2cccc(Cl)c2)on1	-3	-2	5	/	-3	-0.3	-2.8	8	-2	-2
Cc1ccccc1N1CCN(c2ccc(NC(=O)C3CCCCC3C(=O)O)cc2)CC1 (stereo not given)	-1	4	4	107	-4	-1.4	0.2	21	-3	6
O=[N+]([O-])c1ccc(-c2ccn[nH]2)o1	3	-2	1	84	-4	1.0	-2.1	24	-2	-3
Cc1ccc(C)c(C(=O)CN2C(=O)NC3(CCCCCC3)C2=O)c1	-3	2	-11	100	1	-0.3	-2.6	3	-2	4
O=C(CN(c1ccccc1)S(=O)(=O)c1ccc(F)cc1)NC1CCS(=O)(=O)C1 (stereo not given)	1	-6	-6	93	2	2.6	-0.5	6	-2	1
O=C(N/N=C\c1cc2c(cc1Cl)OCO2)c1cccnc1	9	0	7	109	-3	-0.7	0.4	-7	-1	-2
Cc1nc(C(=O)NNC(=O)c2ccc(Cl)cc2)c(C(F)(F)F)o1	-2	-3	2	93	-1	-1.3	-0.9	-17	3	-3
COc1cc(/C=N/Nc2nc(Nc3ccccc3)nc(N3CCCCC3)n2)ccc1OCC(=O)O	1	6	1	94	-3	0.7	-3.1	1	0	1
Cc1ccc(NC(=O)CCCNC(=O)c2ccc(Cl)cc2)nc1	1	0	-6	98	-2	0.9	-2.1	1	2	-1
COc1ccc(CNCCCSc2ncccn2)cc1OC	-1	18	-8	113	-10	-1.5	0.2	3	3	-1
COc1ccc(NC(=O)OCCn2c([N+](=O)[O-])cnc2C)cc1	2	0	1	134	-2	-0.7	-2.5	/	-2	-2
CN(Cc1ccccc1)C(=O)[C@@H]1CCCN1S(=O)(=O)c1ccc(Cl)cc1	1	-5	-1	103	-5	0.5	-0.7	-2	-2	-1
COCCN1CCN(Cc2nc(Cc3ccc(OC)c(OC)c3)no2)CC1	-1	-3	0	113	-3	-0.4	-0.6	3	2	1
CC(C)N1CCN(Cc2nc3ccccc3s2)CC1CCO (stereo not given)	-6	-2	3	100	0	-0.5	-1.9	-11	/	-1
O=C(O)CN(c1ccccc1F)S(=O)(=O)c1ccccc1	-1	-1	-6	97	-4	0.8	-0.7	-9	0	1
Cc1noc(C)c1COC(=O)c1cc(S(=O)(=O)N2CCOCC2)ccc1Cl	-1	-2	1	129	2	4.8	-1.3	2	1	-2
O=C(CSc1nnc(Cn2c(=O)sc3ccccc32)n1-c1ccccc1)N1CCCCCC1	1	/	-1	108	-4	4.0	-0.3	6	2	3
Cc1csc(SCC(=O)N(C)CC(=O)Nc2ccccc2Cl)n1	-9	-2	5	104	-9	0.7	-1.7	-17	0	1
O=S1(=O)CCC(S(=O)(=O)N2CCCCCC2)C1 (stereo not given)	-6	-2	0	111	-6	0.4	-4.3	-1	-2	2
CN1CCN(CCC2Oc3cc([N+](=O)[O-])ccc3NC2=O)CC1 (stereo not given)	0	3	9	102	-3	0.3	-2.2	3	1	2
Cc1ccc(S(=O)(=O)N(C)c2ccc(OCC(=O)Nc3nc(-c4ccccc4)cs3)cc2)cc1	-7	-1	-4	119	-2	1.7	0.3	9	-1	-5
O=Cc1ccccc1OCCOc1ccccc1C=O	-1	0	-5	104	3	-0.2	-3.5	-51	3	-2
O=C(C1CCC(=O)N(C2CCCC2)C1)N1CCN(c2ccccc2Cl)CC1 (stereo not given)	-1	-2	-5	/	-7	2.5	0.1	6	-2	1
COCCN=C1N[C@@H](c2cccc(C(F)(F)F)c2)C(C(=O)OC)=C(C)N1Cc1ccccc1	4	/	2	98	-6	0.2	-0.3	-18	-1	0
CN1CCN(C(=O)CN(c2cc(C(F)(F)F)ccc2Cl)S(C)(=O)=O)CC1	-4	1	-15	103	-2	-2.1	-0.3	1	3	1

An excerpt from further up, for reference:
SMILES	CAL PDZ FP-1	NSD2 inh	RTF Ca sens inh	Pemphigus Ab inh	Keap1 Nrf2 FP	LANA DNA inh	CAL PDZ FP-2	Arrestin-AP2 inh	V-ATPase pH	DAGLB inh
Cc1ccc(NC(=O)CCCNC(=O)c2ccc(Cl)cc2)nc1	1	0	-6	98	-2	0.9	-2.1	1	2	-1
COc1ccc(CNCCCSc2ncccn2)cc1OC	-1	18	-8	113	-10	-1.5	0.2	3	3	-1

More results follow.
SMILES	CAL PDZ FP-1	NSD2 inh	RTF Ca sens inh	Pemphigus Ab inh	Keap1 Nrf2 FP	LANA DNA inh	CAL PDZ FP-2	Arrestin-AP2 inh	V-ATPase pH	DAGLB inh
CCOc1ccc(NS(=O)(=O)c2ccc(NC(=O)C3CC3)cc2)cc1	-2	-2	4	/	-7	-2.5	-2.6	2	2	0
Cc1ccc(-n2c(C)cc(C(=O)COC(=O)c3c(C)noc3C)c2C)cc1	-1	2	-10	102	3	-0.4	-1.7	-3	1	-7
CC(=O)N/C(=C\c1ccccc1)C(=O)OC(C)C(=O)NCc1ccccc1 (stereo not given)	-2	2	3	113	-5	-0.7	0.0	-19	-2	0
Cc1c(Cl)cccc1NC(=O)C1CC(=O)N(C2CCCC2)C1 (stereo not given)	/	2	-6	102	4	-0.3	-1.1	24	0	1
CCN(CC)CCCNC(=O)c1cn(CC)c2ccc(S(=O)(=O)N3CCc4ccccc4C3)cc2c1=O	/	9	0	107	-1	0.9	-2.4	-6	1	-2
O=C(N/N=C1/CCS(=O)(=O)c2ccc(F)cc21)c1ccccn1	/	4	-7	99	2	0.0	-0.5	24	1	1
Cn1cc(CN2CCC(CO)CC2)c(-c2ccc(Oc3ccccc3)cc2)n1	-2	-2	-5	73	-6	-1.1	0.3	9	4	0
O=C1CC(N2CCCc3ccccc32)C(=O)N1c1ccccc1 (stereo not given)	2	1	-3	103	-6	-1.5	0.6	6	8	3
CCn1c(SCc2nc(N)nc(N3CCCCC3)n2)nc2c1c(=O)n(C)c(=O)n2C	-7	-3	2	97	0	-0.6	-0.2	1	-4	-3
CCOC(=O)c1cnc(-c2ccccc2)nc1N1CC(C)OC(C)C1 (stereo not given)	/	-7	-10	100	3	2.1	0.0	9	2	-4
CCOC(=O)C1CCN(C(C(=O)NC2CCCCC2)c2ccc(OC)cc2)CC1 (stereo not given)	1	42	-10	93	-4	-0.8	-2.0	0	3	-1
CC(O)CN(CCC(N)=O)CCC(N)=O (stereo not given)	1	-2	-26	/	1	0.7	-0.5	17	/	2
COc1ccc(Nc2ccc([N+](=O)[O-])cc2[N+](=O)[O-])cc1	1	7	-1	106	-3	-2.1	-1.7	16	-4	5
CC(Sc1ccccc1)C(=O)N/N=C/c1cccnc1 (stereo not given)	-4	-5	-5	97	2	4.7	-2.5	-16	2	3
CCn1nnnc1SCC(=O)NCc1cccs1	-3	0	-2	/	1	-0.1	-0.4	0	-1	3
Cc1ccc(C(NC(=O)c2ccccc2S(C)(=O)=O)c2ccccc2)cc1 (stereo not given)	3	36	1	100	0	0.7	-2.4	19	-5	-3
COc1cc(CN2CCN(C(=O)CC(C)C)CC2)c([N+](=O)[O-])cc1OC	/	-2	-2	108	2	2.3	-1.5	32	3	1
O=C(Nc1ccc(N2CCOCC2)cc1)c1cn2ccccc2n1	-3	-1	-9	113	-1	0.1	-0.3	15	0	-2

Screens deposited in PubChem BioAssay by several laboratories.
